12-LOX inh = blocks human arachidonate 12S-lipoxygenase. Potency, µM (doses to about 108 µM), for the others: at the top dose activity change, negative = inhibition, usual class: inhibitors. purified 12hLO, xylenol orange hydroperoxide absorbance. 1.1% of 580,000 active; active means well fitted inhibition curve with a large enough effect; inconclusive means small, poorly fitted or top-dose-only effect, or another doubt; inactive means no such curve, though single readings can be large or run the other way; further: potency means the concentration at half of the fitted maximal effect
Target sequence (P18054 whole entry, looked up): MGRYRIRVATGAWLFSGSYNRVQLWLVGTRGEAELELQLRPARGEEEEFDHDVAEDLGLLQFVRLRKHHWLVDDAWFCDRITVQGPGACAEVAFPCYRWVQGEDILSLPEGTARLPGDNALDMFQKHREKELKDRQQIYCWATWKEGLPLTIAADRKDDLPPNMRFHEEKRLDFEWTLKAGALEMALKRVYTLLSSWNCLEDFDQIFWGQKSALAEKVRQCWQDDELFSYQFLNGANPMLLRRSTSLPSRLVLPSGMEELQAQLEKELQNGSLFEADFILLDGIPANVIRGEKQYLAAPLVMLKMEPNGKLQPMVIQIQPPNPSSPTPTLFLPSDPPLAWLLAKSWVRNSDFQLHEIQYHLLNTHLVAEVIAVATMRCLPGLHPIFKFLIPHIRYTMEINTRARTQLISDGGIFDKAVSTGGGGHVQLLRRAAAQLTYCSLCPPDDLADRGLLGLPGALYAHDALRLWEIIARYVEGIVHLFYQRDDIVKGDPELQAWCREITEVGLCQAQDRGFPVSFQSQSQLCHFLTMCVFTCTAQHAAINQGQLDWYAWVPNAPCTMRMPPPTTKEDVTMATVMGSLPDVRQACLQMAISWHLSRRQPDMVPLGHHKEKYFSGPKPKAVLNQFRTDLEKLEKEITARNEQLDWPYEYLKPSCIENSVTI
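Purified human 12hLO (150 nM final) in 25 mM Hepes, 0.01% Triton X-100, pH 7.0 was preincubated 15 min at room temperature with compound. Then 40 uM arachidonic acid was added, 30 min. Hydroperoxide was read by Fe-XO absorbance ratio 573/405 nm.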
LDHA inh = inhibitors of human lactate dehydrogenase A | AID 1347041 | purified LDHA, NADH/diaphorase-resazurin fluorescence; active compounds read low | 0.15% of 480,000 active | activity change, % (values are at about 110 or 230 µM) | P00338; in the data active means activity change below about -30%; inconclusive means mostly about -25% to -30%;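 further: plate controls were DMSO wells for no effect and wells without enzyme for full effect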
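Resorufin fluorescence (ex540/em590), read at 0 and 20 min after diaphorase/resazurin addition, reports the NADH left after a 5 min room-temperature reaction of 2 nM human LDH5 with 0.06 mM NADH and 0.2 mM pyruvate.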
* hit, by the source's call; ? = inconclusive; [ ] = remark or other dose. Unless noted, on the % scale 0 is the no-effect control and ±100 the full control effect. This is a subset (hit frequency here may not be typical).

SMILES	12-LOX inh	LDHA inh
CCN(c1ccccc1)S(=O)(=O)Cc1ccccc1Cl	2%	5
O=C(CCNc1ncnc2nc[nH]c12)NCc1ccccc1	2%	10
O=C1NC[C@@H](CCCCN2CCN(CCc3ccccc3)C(=O)C2=O)N(CC2CCCCC2)C1=O	-12%	-4
CN(Cc1nc2ccccc2n1C(F)F)S(=O)(=O)c1ccc(F)c(F)c1	-12%	2
Cc1c(OCC(=O)Nc2ccc(F)c(Cl)c2)c(=O)ccn1C	?	1
CCCc1nnc2sc(-c3ccc(CNC(=O)c4ccccc4C)cc3)nn12	-18%	-4
COCCn1cnnc1SCc1ccccc1Cl	-17%	-8
Cc1c(Oc2ccc(C#N)c(C#N)c2)cccc1Oc1ccc(C#N)c(C#N)c1	14%	6
CC(C)CCNC(=O)CCC(=O)NCCC1=CCCCC1	0%	-1
O=S(=O)(c1ccc(OC(F)(F)F)cc1)N1CCN(Cc2ncc(-c3ccc(F)cc3)o2)CC1	-9%	1
CCc1cc2c(=O)c(-c3cnn(-c4ccccc4)c3)c(C(F)(F)F)oc2cc1O	?	5
CCNc1c(NC(=O)Nc2cc(OC)cc(OC)c2)c(=O)oc2ccccc12	?	4
CCOC(=O)[C@]12CCCC=C1N(Cc1ccco1)C(=O)[C@H](CC(=O)NCc1cccc(C(F)(F)F)c1)C2	4%	5
N#CC(Cc1ccc(Cl)cc1)(Cc1ccc(Cl)cc1)C(=O)NC1CCCCC1	?	4
Cc1cccc(C)c1-n1nnnc1C(c1ccnc2ccccc12)N1CCCC1 (stereo unspecified)	10%	-1
O=C(Nc1cccc(Br)c1)c1ccc2c(c1)CCC2	-1%	4
CCn1c(SCCC(=O)O)nc2c(=O)n(C)c(=O)n(C)c21	4%	0
CCOC(=O)[C@]12CCCC=C1N(Cc1ccc(Cl)cc1Cl)C(=O)[C@H](CC(=O)NCCc1ccccc1OC)C2	?	2
COc1ccc([C@H]2CC(=O)C[C@@H](CCn3cc(-c4cccnc4)nn3)O2)cc1	-10%	0
CC(=O)Nc1ccccc1OCCCN1CCC(C(O)(c2ccccc2)c2ccccc2)CC1	?	-3
CC(C)NC(=O)CN(C)CC(O)COc1ccccc1F (stereo unspecified)	?	-15
Cc1ccc(S(=O)(=O)N2[C@H](CC(=O)c3ccc(Cl)c(Cl)c3)OC[C@@H]2C)cc1	?	2
Cc1c(C)n2c3c(=O)[nH]c(=O)n(C)c3nc2n1CCN1CCN(Cc2ccc(F)cc2)CC1	52%[activator]	-11
Oc1cccc(/C=C/c2nc3ccccc3s2)c1	?	10
COc1cc(C2C3=C(CCCC3=O)OC3=C2C(=O)CCC3)ccc1OCc1ccccc1	-4%	0
CC1(C)Cc2c(C#N)c(N3CCN(C(=O)C(=O)N4CCOCC4)CC3)nc(-c3ccco3)c2CO1	?	6
O=C(Oc1ccc(Cl)cc1)c1ccc2ncsc2c1	?	8
N#Cc1ccc(Sc2nc3ccccc3[nH]2)nc1	-34%	-4
CC(C)CCn1nc(C(=O)OCC(=O)NC23CC4CC(CC(C4)C2)C3)c2ccccc2c1=O	-3%	12
C/C=C/Cn1c(N2CCCCC2)nc2c1c(=O)[nH]c(=O)n2C	?	-1
CC(c1ccc(F)cc1)N1CCN(c2oc(-c3ccco3)nc2C#N)CC1 (stereo unspecified)	-21%	1
Cc1nn2c(NCCN3CCOCC3)cc(C(C)(C)C)nc2c1-c1ccccc1	9%	2
CCCc1nc2ccccc2c(C(=O)OCC(=O)NC)c1CC	-38%	6
COc1cccc(/C=C2\Oc3cc(OS(=O)(=O)c4ccccc4)ccc3C2=O)c1	?	3
CC(CNC(=O)c1cc2cc(F)ccc2[nH]1)c1ccccc1 (stereo unspecified)	?	0
NC(=O)C1CN(CC(=O)Nc2cccc(Cl)c2)c2ccccc2O1 (stereo unspecified)	?	1
O=C(NNC(=O)c1ccc2c(c1)CCCC2)c1cccnc1	10%	0
CC1CCCC(C)N1 (stereo unspecified)	9%	2
CN(CCCNC(=O)c1cnc2ccccc2n1)S(C)(=O)=O	28%	8
CCOc1ccc(NC(=O)c2ccc3ccccc3n2)cc1	?	2
Cc1cnc(-c2nc3ccccc3n2C(C)C(=O)Nc2c(C)cccc2C)cn1 (stereo unspecified)	13%	0
COc1ccc(-n2nc(C)c3c2NC(=O)CC3c2ccc(O)c(OC)c2)cc1 (stereo unspecified)	-17%	?
COc1cccc(CC(=O)NC(c2cccs2)C2CCCC2)c1 (stereo unspecified)	-2%	-3
COc1ccc(C(=O)Nc2ccc(O)c(-c3nc4ccccc4o3)c2)c(OC)c1	1%	8
COc1cccc(-c2ccc3nnc(SCC(=O)N4CCCc5ccccc54)n3n2)c1	2%	8
Cc1cccc(NC(=O)C2CCCN2c2ncnc3ccccc23)c1C (stereo unspecified)	?	-7
Fc1cccc(-c2nn3c(CN4CCOCC4)nnc3s2)c1	-1%	-7
CC(C)(C)C(=O)Nc1ccc2oc(-c3cncc(Br)c3)nc2c1	-3%	1
Cc1cccc(N2CC(O)=C(c3nc4ccccc4n3C)C2=N)c1C	-3%	-2
Cn1nc(C(=O)Nc2nc(-c3cccc4ccccc34)cs2)c2ccccc2c1=O	6%	13
Cc1ccccc1Cn1c(NCc2ccco2)nc2c1c(=O)n(C)c(=O)n2C	-5%	0
Cn1c(=O)c2c(nc(SCC(=O)O)n2Cc2ccccc2)n(C)c1=O	?	2
O=C(NCc1coc(-c2cccs2)n1)c1cccc(Cl)c1Cl	1%	-6
CCC(CC)C(=O)Nc1cccc(-c2nc3cc(C)ccc3o2)c1	19%	4
O=C(CSc1nc2nc[nH]c2c(=O)[nH]1)c1ccc(F)cc1	?	-6
C[C@H](NC(=O)Cn1ccc2ccc(OCc3ccccc3)cc21)C(=O)O	?	-12
COc1ccc(NC(=O)Cn2c(C(=O)c3ccc(Cl)cc3)nc3ccccc32)cc1OC	?	-2
Cc1cccc(C)c1-n1nnnc1C(c1ccnc2ccccc12)N1CCN(C(=O)OCc2ccccc2)CC1 (stereo unspecified)	-15%	-2
COc1ccc(C2CC(=O)c3cnc4c(c3C2)c(=O)[nH]c(=O)n4CCC(C)C)cc1 (stereo unspecified)	-4%	-1
O=C(Nc1ccc(CN2CCCC2)cc1)Nc1ccc2c(c1)OCCO2	?	0
Going on with the list.
SMILES	12-LOX inh	LDHA inh
CCCc1cc(=O)oc2cc(OCC(=O)NCc3ccc(S(N)(=O)=O)cc3)ccc12	?	3
Nc1ccc(OCC2CC2)c(F)c1	?	14
O=C(O)/C=C/C(=O)Nc1ccc(N2CCOCC2)cc1	32µM*	8
COC(=O)[C@]12CCCCC=C1N(Cc1ccccc1)C(=O)[C@H](CC(=O)NCc1cccs1)C2	30%	5
N#Cc1ccc(C(=O)C(C#N)C(=O)Nc2cccc3ccccc23)cc1 (stereo unspecified)	?	50
O=C(CN1CCCC1c1cccs1)C12CC3CC(CC(C3)C1)C2 (stereo unspecified)	6.3µM*	0
O=C(CCN1CCN(c2cnccn2)CC1)Nc1cccc(Cl)c1	-6%	16
CSC1=N/C(=C\c2cccc(Cl)c2Cl)C(=O)S1	?	12
CC1CCN(CC(=O)N2CCN(S(=O)(=O)c3ccc(F)c(F)c3)CC2)CC1	1%	-4
CC(C)C1Cc2c(sc3nc(SCC(=O)O)n(-c4ccccc4)c(=O)c23)CO1 (stereo unspecified)	25%	9
Cc1cc(C(=O)OCC(=O)Nc2ccc(F)c(F)c2F)c2ccccc2n1	?	-2
O=C(CCn1ccc2cc(S(=O)(=O)N3CCCCC3)ccc21)NCCN1CCCCCC1	?	-6
O=C(CCSc1nc2cc(Cl)ccc2s1)Nc1ccccc1	-2%	9
Cc1cccc(CSCc2ccc(-c3nc(-c4ccc(Br)cc4)no3)o2)c1	3.5µM*	-1
C[N+]1(CC#Cc2ccc(C#CC[N+]3(C)CCOCC3)cc2)CCOCC1	?	2
CCCCc1oc2c(c(=O)c1CC)C(=O)CC(C)(C)C2	16%	3
CCn1nccc1-c1cc(C(=O)O)c2cc(C)cc(C)c2n1	-25%	6
CCOC(=O)[C@]12CCC=C1N(Cc1ccco1)C(=O)[C@H](CC(=O)NCc1ccc(OC)c(OC)c1)C2	0%	-3
COc1ccc(C2Sc3ccccc3NC3=C2C(=O)c2ccccc23)cc1OC (stereo unspecified)	-1%	13
CCCCCn1nc(C(=O)N2CCC(C)Sc3ccccc32)c2ccccc2c1=O (stereo unspecified)	-4%	5
Cc1ccc(/C=N/Nc2ccc(S(N)(=O)=O)cc2[N+](=O)[O-])s1	?	6
COc1cc(OC)c(C(=O)Nc2cc(C(C)(C)C)on2)cc1OC	-8%	10
COC(=O)/C(C#N)=N\O	0%	-3
CN=C1S/C(=C/C(=O)OC)C(=O)N1C	16%	-2
CCC(=O)N1Cc2cc(C(=O)NCC(F)(F)F)nc(-c3cccc(-c4cncnc4)c3)c2[C@@H]1CCO	-12%	0
O=C(NC(CO)C(=O)O)OCc1ccccc1 (stereo unspecified)	-3%	0
CN(C(=O)CSc1nc(-c2cccs2)cc(C(F)(F)F)n1)C1CCCCC1	-41%	12
CNC(=O)c1cccc(CNC(=O)c2nccnc2N)c1	6%	4
O=C(Nc1nnc(C2CC2)s1)c1cc(-c2ccco2)nc2ccccc12	?	1
O=C(NN=C1CCCCCC1)c1cc(-c2cccs2)nc2ccccc12	9%	8
O=C(O)CNS(=O)(=O)c1cccc(C(=O)/C=C/c2ccccc2Cl)c1	?	1
Cc1nc(NCc2ccc3c(c2)OCO3)c2c3c(sc2n1)CCC3	-18%	-4
COC(=O)c1ncoc1-c1ccccc1C(=O)N1CCN(c2ccccc2)CC1	2%	-9
O=C(COC(=O)c1cccc(S(=O)(=O)N2CCCC2)c1)Nc1ccc(Cl)cn1	6%	-7
N#Cc1ccc(S(=O)(=O)N2CCN(c3nc(-c4cccnc4)nc4ccccc34)CC2)cc1	-5%	4
Cc1ccc(Nc2nc(NCCO)nc3c2cnn3C)cc1C	0%	0
Oc1ccc(Cl)cc1C=NCc1ccc(Cl)cc1	?	4
C=CCn1c(SC/C=C/C)nc2c1c(=O)n(C)c(=O)n2C	?	-1
COc1cc2c(cc1OC)-c1c(c(C(=O)N3CCC(C(N)=O)CC3)nn1-c1ccccc1F)C2	10%	-1
CCOc1cc(-c2ccc(C)cc2)nc2ccc(C(=O)NCC(C)O)cc12 (stereo unspecified)	11%	-12
CCn1nc(C)c2c(-c3ccccc3)cc(OC(C)C(=O)Nc3cccc(OC)c3)nc21 (stereo unspecified)	-26%	4
COCCn1cnnc1SCC(=O)c1c[nH]c2ccccc12	2%	2
CC(C)c1ccc(-n2ccc3nc(N4CCOCC4)ncc3c2=O)cc1	-31%	-8
C[C@@H]1COc2cccc(N3CCC[C@@H]3CO)c2S(=O)(=O)N1	-8%	9
CCCN1C(=O)NC(c2cccc(Cl)c2Cl)C(C(=O)Nc2cc(C)on2)=C1C (stereo unspecified)	-3%	4
CC(C)n1nc(C(=O)Nc2ccc(Br)cc2F)c2ccccc2c1=O	-5%	-6
CCN(CC)c1ccc(C(=S)N(C)C)cc1	?	-4
CCOC(CNC(=O)c1ccc(CNS(=O)(=O)c2ccc(F)cc2)cc1)OCC	7%	5
N#CCCSc1sc(=S)sc1SCc1c(F)c(F)c(F)c(F)c1F	?	3
